# Bioassay records: PubChem BioAssay, National Center for Advancing Translational Sciences (NCATS)
# RGS4 inh = human RGS4 inhibition | P49798 | Transcreener GDP fluorescence polarization, RGS4-accelerated GTP hydrolysis | Potency, µM (titrated, usually from 114 µM), for inactives: at the highest dose activity change, negative = inhibition, usual class: inhibitors | 390,000 compounds, 0.039% hits | AID 504845; note: % is set by controls: 0 for no effect and ±100 for the full control effect; nearly all actives have a fitted effect of over 75% in size; some results filed as inactive show a strong effect at the top dose
#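 MLSMR compounds (23 nl, pin-transferred) preincubated 10 min at room temperature with a 500nM (2x) first reagent, then RGS4 at 900nM (2x) plus Transcreener GDP mix added; fluorescence polarization (620/688 nm) read before and after 90 min at 30 °C.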
# HP1b binding inh = HP1-beta chromodomain-methylated histone interaction inhibition | P83916 | Potency, µM (titrated, usually from 114 µM), for inactives: at the highest dose activity change, negative = inhibition, usual class: inhibitors | 390,000 compounds, 0.56% hits | AlphaScreen HP1-beta / biotin-H3K9me3 peptide binding | AID 540317; note: nearly all actives have a fitted effect of over 70% in size; inactives centre near 23
# Target sequence (P83916 whole entry, looked up): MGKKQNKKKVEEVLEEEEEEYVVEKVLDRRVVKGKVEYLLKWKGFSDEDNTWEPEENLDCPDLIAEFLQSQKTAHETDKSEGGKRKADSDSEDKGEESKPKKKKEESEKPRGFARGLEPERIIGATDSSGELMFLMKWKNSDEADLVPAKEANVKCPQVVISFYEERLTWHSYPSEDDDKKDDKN
#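 AlphaScreen: HP1-beta (50 nM) preformed 30 min with biotin-H3(1-18)K9me3 peptide (50 nM) in PBS pH 7.4, 0.01% Tween-20. Compound added for 30 min at RT, then streptavidin donor/nickel chelate acceptor beads (10 ug/mL) for 30 min.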
# rTrxR1 inhibitor = inhibitors of rat thioredoxin reductase 1. O89049. recombinant rTrxR1, NADPH fluorescence consumption, selenite substrate. Potency, µM (titrated, usually from 114 µM), without a hit: top-dose activity change, negative = inhibition, most hits filed as inhibitors. 390,000 compounds, 1% hits; note: % is set by controls: 0 for no effect and ±100 for the full control effect; nearly all actives have a fitted effect of over 65% in size
#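 Rat TrxR1 (90 nM in the dispensed reagent) was pre-reduced with 400 uM NADPH for 5 min at room temperature, then incubated with compound for 15 min. After 400 uM selenite was added, NADPH fluorescence (Ex 340/Em 450 nm) was followed for 8 min.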
# ALOX12 inh = ALOX12 (human) lipoxygenase inhibition; P18054; purified 12hLO, xylenol orange hydroperoxide absorbance; Potency, µM (series often up to 108 µM), inactives show at the top dose activity change, negative = inhibition, usual class: inhibitors; 580,000 compounds, 1.1% hits; AID 1671190; note: % is set by controls: 0 for no effect and ±100 for the full control effect
# Target sequence (P18054 whole entry, looked up): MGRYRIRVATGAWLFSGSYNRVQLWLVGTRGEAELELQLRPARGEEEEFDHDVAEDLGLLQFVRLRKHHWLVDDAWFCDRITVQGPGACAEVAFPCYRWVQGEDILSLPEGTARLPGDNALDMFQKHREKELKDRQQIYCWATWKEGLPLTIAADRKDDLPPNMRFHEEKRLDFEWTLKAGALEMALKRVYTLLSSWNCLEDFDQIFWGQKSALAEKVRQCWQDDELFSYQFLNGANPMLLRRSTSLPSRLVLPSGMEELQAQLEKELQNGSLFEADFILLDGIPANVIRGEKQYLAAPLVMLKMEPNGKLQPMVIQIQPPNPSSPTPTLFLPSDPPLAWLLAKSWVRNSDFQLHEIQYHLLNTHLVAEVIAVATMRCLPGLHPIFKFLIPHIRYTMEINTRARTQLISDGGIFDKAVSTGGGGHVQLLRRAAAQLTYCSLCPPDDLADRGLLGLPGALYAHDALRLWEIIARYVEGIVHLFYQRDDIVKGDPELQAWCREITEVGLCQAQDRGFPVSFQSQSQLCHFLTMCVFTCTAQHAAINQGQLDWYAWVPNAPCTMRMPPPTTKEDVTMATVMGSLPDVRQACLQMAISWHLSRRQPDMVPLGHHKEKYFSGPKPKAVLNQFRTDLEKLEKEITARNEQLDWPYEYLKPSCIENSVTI
#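 Purified human 12hLO at 150 nM in 25 mM Hepes, 0.01% Triton X-100, pH 7.0, preincubated 15 min at room temperature with compound. Reaction started with 40 uM arachidonic acid, 30 min at room temperature. Hydroperoxide measured by Fe-xylenol orange, 573/405 nm absorbance ratio.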
# GLS inh = inhibitors of human glutaminase (GLS); Potency, µM (series often up to 45.5 µM), without a hit: at the top dose activity change, negative = inhibition, most hits filed as inhibitors; O94925; 410,000 compounds, 0.21% hits; GLS enzymatic activity, qHTS titration; note: % is set by controls: 0 for no effect and ±100 for the full control effect
#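 Assay buffer: 45 mM KH2PO4 pH 8.2, 0.02% Tween-20. hKGA acts on L-glutamine (1 mM solution added); product glutamate is reported by an oxidase/peroxidase Amplex Red coupling, with fluorescence taken at baseline and 30 min.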
# ERG-DNA inh = inhibitors of human ERG Ets domain-DNA interaction; P11308; fluorescence polarization, His-ERG Ets domain / labelled DNA; Potency, µM (top dose mostly 76.9 µM), for the others: top-dose FP activity, negative = inhibition, usual class: inhibitors; 370,000 compounds, 0.028% hits; AID 624246; active = well fitted inhibition curve with a large enough effect in the polarisation, with a control signal flat; inconclusive = small, poorly fitted or top-dose-only effect, or effect the other way, or a change in a side signal; inactive = no such curve, though single readings can be large or run the other way; the % refers to the polarisation;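 note: polarization taken with two DNA probes labelled with fluorescein and Texas red; % of control where 0% means no effect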
#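 His-tagged ERG Ets domain (1 uM in the protein solution; 300mM KCl, 50mM Tris-HCl, 1mM EDTA, 1mM DTT, pH 7.5) received compound, then a probe mix of 5 nM fluorescein-DNA and 100nM Texas-615-DNA. Fluorescence polarization was read for both dyes.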
# JMJD2A Tudor inh = blocks the human JMJD2A Tudor domain. O75164. AlphaScreen JMJD2A-Tudor / H3K4me3 peptide binding. Potency, µM (titrated, usually from 114 µM), without a hit: at the top dose activity change, negative = inhibition, most hits filed as inhibitors. 390,000 compounds, 4.4% hits; note: % is set by controls: 0 for no effect and ±100 for the full control effect; nearly all actives have a fitted effect of over 50% in size
# Tb PGK inh = inhibitors of T. brucei phosphoglycerate kinase; P07378; Potency, µM (doses to about 57.5 µM), for the others: top-dose activity change, negative = inhibition, most hits filed as inhibitors; PGK/GAPDH coupled, Kinase-Glo luminescence, 60 min; 380,000 compounds, 0.043% hits; note: % is set by controls: 0 for no effect and ±100 for the full control effect; nearly all actives have a fitted effect of over 60% in size
#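 Recombinant glycosomal PGK reaction used 1,3-bisphosphoglycerate generated in-well by GAPDH (100nM final) in 100mM TEA pH 7.6, 5mM MgCl2, 0.01% Tween-20. After 60 minutes at room temperature, ATP was read by Kinase-Glo Plus luminescence end-point.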
# Pin1 inhibitor = blocks the human prolyl isomerase Pin1; 390,000 compounds, 0.009% hits; Pin1 FP peptide displacement, HiFluor488, 10 min; AID 504891; Q13526; Potency, µM (highest dose often 115 µM), without a hit: at the top dose activity, negative = inhibition, usual class: inhibitors; active = well fitted inhibition curve with a large enough effect in the polarisation, with a control signal flat, not every such curve was filed as active; inconclusive = small, poorly fitted or top-dose-only effect, or effect the other way, or a change in a side signal; inactive = no such curve, though single readings can be large or run the other way; the % refers to the polarisation; note: % is set by controls: 0 for no effect and ±100 for the full control effect
# Target sequence (Q13526 whole entry, looked up): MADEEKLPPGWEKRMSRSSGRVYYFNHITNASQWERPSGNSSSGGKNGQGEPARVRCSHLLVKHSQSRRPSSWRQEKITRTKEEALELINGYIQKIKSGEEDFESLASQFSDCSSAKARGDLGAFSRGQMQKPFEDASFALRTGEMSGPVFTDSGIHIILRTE
# Starred values were filed as active, the others as inactive; i = inactive; ? = inconclusive; / = not tested or not shown; [ ] = remark or other dose. Unless noted, calls come from the whole dose curve; as a rule, active = well fitted curve in the direction sought with a large enough effect; inconclusive = small, poorly fitted or top-dose-only effect, or another doubt; inactive = no such curve, though single readings can be large; an effect the other way counts as inactive or inconclusive. Potency is the fitted concentration of half-maximal effect. A portion of the library, so the mix of outcomes need not match the whole.
# Each structure is followed by: ERG-DNA inh | HP1b binding inh | Pin1 inhibitor | ALOX12 inh | JMJD2A Tudor inh | GLS inh | Tb PGK inh | rTrxR1 inhibitor | RGS4 inh
- CS(=O)(=O)N1CCC(C(=O)Nc2ccc(F)cc2F)CC1
 : -2% | 22% | 0% | 21% | -4% | -5% | -7% | -2% | -37%
- Clc1ccc2c(N/N=C/c3cccnc3)ccnc2c1
 : 1% | 4% | ? | 17% | -20% | -8% | 1% | 8%[57.1 µM] | -45%
- CC(C)CC(=O)CC1(O)C(=O)Nc2ccccc21 (configuration not stated)
 : 20% | 34% | -3% | 7% | -17% | -1% | -4% | 16% | 4%
- CC(=O)NC(NC(=S)N1CCCCCC1)C(Cl)(Cl)Cl (configuration not stated)
 : -6% | 32% | -3% | -4% | 6% | 1% | -9% | 9%[57.1 µM] | -23%
- CCOc1ccccc1NC(=O)c1c(NC(=O)Cc2ccccc2)sc2c1CCCC2
 : -3% | 32% | 3% | 0% | -4% | 2% | 0% | 19% | 15%
- O=C(CSc1nnc(-c2ccccc2Br)o1)N1CCN(C(=O)c2ccco2)CC1
 : / | 30% | 0% | 1% | -16% | 1% | -1% | -16% | -22%
- COc1ccccc1C(=O)NCc1n[nH]c(=S)n1Cc1ccccc1
 : -7% | 43%[activator] | 1% | 0% | 35µM* | -11% | i | -25% | -27%
- CCCOc1ccc(C2C3=C(Nc4nc(N)[nH]c(=O)c42)c2ccccc2C3=O)cc1 (configuration not stated)
 : 3% | -1% | -12% | 4% | -34% | -6% | i | -3% | -26%
- COc1ccccc1NC(=S)NNC(=O)c1c(Cl)c(C)nn1C
 : -3% | 20% | -8% | -21% | -20% | 52%[activator] | -7% | -19% | -21%
- O=C(CN(Cc1ccccc1)C(=O)CCC(=O)Nc1nccs1)NCC1CCCO1 (configuration not stated)
 : -5% | 27% | -3% | -1% | -7% | 2% | -2% | 32% | 5%
- C#CCn1c(S(=O)(=O)Cc2ccccc2Cl)nc(-c2ccccc2)c1-c1ccccc1
 : 12% | 29% | -8% | -8% | -18% | 1% | -1% | 21% | 8%
- O=C(OCCN1C(=O)c2ccccc2C1=O)Oc1ccccc1
 : 6% | 46%[activator] | 3% | 21% | 20% | 7% | 2% | 29% | 22%
- COc1ccc(S(=O)(=O)N(C)c2ccc(C(=O)NCc3ccco3)cc2)cc1
 : 8% | -5% | -9% | ? | -30% | -6% | 3% | -7% | -4%
- COc1ccc(NC(=O)C2CCCN2S(=O)(=O)c2ccc3c(c2)CCC(=O)N3)cc1 (configuration not stated)
 : -1% | 29% | 1% | 398%[activator] | -21% | 1% | -6% | 19%[57.1 µM] | 12%
- COc1ccccc1CC(=O)NNC(=O)c1cccs1
 : 2% | 47%[activator] | 3% | -8% | -13% | 3% | i | 8% | -14%
- CC(C)OC(=O)CSc1nnc(Cc2ccccc2)n1CC1CCCO1 (configuration not stated)
 : 9% | 36%[activator] | -7% | -23% | -14% | 9% | i | 2% | 4%
- Cc1cc(C)c(OCCN2C(=O)NC(C)(C)C2=O)c(Cl)c1
 : -4% | 50%[activator] | 1% | -19% | -2% | / | 6% | -13% | -15%
- CCc1ccc(CNC(=O)C2CCCN(c3nn4cc(-c5ccc(F)cc5)nc4s3)C2)cc1 (configuration not stated)
 : -3% | 12% | 16% | -6% | -20% | -13% | 0% | 25% | -37%
- Cc1nc2nc(SCC(=O)NCCN3CCOCC3)nn2c(C)c1Cc1ccccc1
 : -7% | 32% | -2% | -1% | -10% | -12% | -4% | 4% | -11%
- CN(C)NC1CCS(=O)(=O)C1 (configuration not stated)
 : / | 52%[activator] | -6% | ? | ? | 30%[activator] | -3%[11.5 µM] | ? | -26%
- CCNc1nc(NCC)nc(C(=O)Nc2ccccc2)n1
 : -9% | 58%[activator] | -1% | 33%[activator] | 79µM* | -9% | -2% | 11%[57.1 µM] | -18%
- CC(=O)NCCSc1ccc(S(=O)(=O)N2CCCC2)cn1
 : 5% | 20% | 1% | -10% | -11% | 1% | -8% | 17% | 3%
- COc1ccc(-n2nc(C(=O)NCC(=O)N3CCC(C)CC3)c3ccccc3c2=O)c(OC)c1
 : 5% | 37% | 5% | -1% | -5% | -10% | -10% | 19%[0.0914 µM] | 5%
- CC(C)(C)c1ccc(-c2nnc(NC(=O)c3ccccc3)s2)cc1
 : / | 32% | 1% | 2% | -10% | 6% | -6% | 34%[activator] | -2%
- O=C(O)[C@@H]1CCCN1C(=O)COc1ccc2c3c(c(=O)oc2c1)CCC3
 : 3% | 19% | 6% | ? | -5% | 5% | 3% | -19% | 7%
- O=C(N/N=C/C1CC=CCC1)c1cc(-c2cccnc2)nc2ccccc12 (configuration not stated)
 : 8% | 35% | -1% | 1% | -11% | 10% | -5% | -13% | 8%
- CCCCCc1cc(=O)oc2c(C(CCN(CC)CC)c3cc(OC)c(OC)c(OC)c3)c(OC)cc(OC)c12 (configuration not stated)
 : -3% | 12% | -7% | ? | ? | -6% | 2% | -5% | 1%
- Cc1nc2ccc(NC(=O)c3cccc(C(F)(F)F)c3)cc2o1
 : -7% | 21% | 0% | 0% | -9% | -8% | 5% | -7% | 6%
- Nc1nnc(CCS(=O)(=O)c2ccc(Cl)cc2)s1
 : / | 22% | -1% | -14% | -9% | 0% | 7%[11.5 µM] | 6% | 2%
- COc1cccc(CNC(=O)C2CCC(CNc3c(N4CCC(C)CC4)c(=O)c3=O)CC2)c1 (configuration not stated)
 : 12% | 40%[activator] | -1% | -5% | -5% | -3% | -1% | 4% | 9%
- Cc1cc([N+](=O)[O-])nn1CC(=O)NC(C)c1ccccc1 (configuration not stated)
 : 4% | 31% | 1% | -27% | -10% | -2% | i | -2%[57.1 µM] | 12%
- c1ccc(OCCSc2nnc3sc4ccccc4n23)cc1
 : / | 50%[activator] | 0% | -16% | 5% | 2% | -9% | 18% | -29%
- CCc1nc(SCc2cc(Cl)ccc2OC)n[nH]1
 : -7% | 15% | 3% | 10% | -7% | -1% | -4% | 15% | 31%
- O=C1Nc2ccc([N+](=O)[O-])cc2C1(O)N1CCCCC1 (configuration not stated)
 : -2% | 11% | 1% | -8% | -11% | -4% | -5% | 18%[57.1 µM] | 25%
- C=CCOc1ccc(/C=N/n2nnnc2N)cc1OC
 : 1% | 71%[activator] | -2% | 41%[activator] | 2% | -2% | i | 14% | 18%
- CN(C)c1ccc(C(C(=O)NC2CCCC2)N(C(=O)c2ccco2)C2CC2)cc1 (configuration not stated)
 : 6% | -13% | -1% | -6% | -23% | -23% | -5% | -10% | 7%
- C/C(=C\c1ccccc1)C(=O)NC1CCSC1=O (configuration not stated)
 : 10% | 25% | -2% | -21% | -21% | 2% | -1% | 3% | -18%
- COc1ccc(Br)cc1CNC(=O)c1ccc2c(c1)N(C)CCS2
 : -3% | -3% | 6% | -16% | -30% | 9% | -13% | 50%[activator][57.1 µM] | -31%
- CCOc1ccc(N2CC(C(=O)NCCC3=CCCCC3)CC2=O)cc1 (configuration not stated)
 : -2% | 32% | 0% | -11% | 3% | -7% | -6% | 18% | -17%
- Cc1ccc(CCNc2nc3c(S(=O)(=O)c4ccccc4)nnn3c3ccsc23)cc1
 : 2% | 1% | 5% | -29% | -19% | -10% | i | -7% | 2%
- Cc1ccc(-c2nc3ccccc3o2)cc1NC(=S)NC(=O)c1cccs1
 : -1% | 11% | ? | ? | -18% | 4% | -5% | ? | -14%

# Entries above that contain a Cl atom (seven):
# Each structure is followed by: ERG-DNA inh | HP1b binding inh | Pin1 inhibitor | ALOX12 inh | JMJD2A Tudor inh | GLS inh | Tb PGK inh | rTrxR1 inhibitor | RGS4 inh
- Clc1ccc2c(N/N=C/c3cccnc3)ccnc2c1
 : 1% | 4% | ? | 17% | -20% | -8% | 1% | 8%[57.1 µM] | -45%
- CC(=O)NC(NC(=S)N1CCCCCC1)C(Cl)(Cl)Cl (configuration not stated)
 : -6% | 32% | -3% | -4% | 6% | 1% | -9% | 9%[57.1 µM] | -23%
- COc1ccccc1NC(=S)NNC(=O)c1c(Cl)c(C)nn1C
 : -3% | 20% | -8% | -21% | -20% | 52%[activator] | -7% | -19% | -21%
- C#CCn1c(S(=O)(=O)Cc2ccccc2Cl)nc(-c2ccccc2)c1-c1ccccc1
 : 12% | 29% | -8% | -8% | -18% | 1% | -1% | 21% | 8%
- Cc1cc(C)c(OCCN2C(=O)NC(C)(C)C2=O)c(Cl)c1
 : -4% | 50%[activator] | 1% | -19% | -2% | / | 6% | -13% | -15%
- Nc1nnc(CCS(=O)(=O)c2ccc(Cl)cc2)s1
 : / | 22% | -1% | -14% | -9% | 0% | 7%[11.5 µM] | 6% | 2%
- CCc1nc(SCc2cc(Cl)ccc2OC)n[nH]1
 : -7% | 15% | 3% | 10% | -7% | -1% | -4% | 15% | 31%
